High-throughput results: PubChem BioAssay, The Scripps Research Institute Molecular Screening Center
PAFAH2 FP inh – inhibitors of human PAFAH2 | Q99487 | recombinant PAFAH2, FP-rhodamine activity probe, fluorescence polarization | inhibition, % at 3.39 µM | 340,000 tested, 0.99% active | AID 492956;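 active = inhibition above the mean over all tested compounds plus 3 SD, cut at about 30% in these data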;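 also: inhibitors block probe labeling of enzyme so polarization drops; 0% = enzyme with DMSO and 100% = wells lacking PAFAH2 protein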
TPT1 inhibitor – blocks Candida albicans tRNA 2'-phosphotransferase; recombinant caTPT1, FP RNA substrate dephosphorylation; inhibition, % at 5 µM; 300,000 tested, 0.81% active;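 active = inhibition above the mean of all tested compounds plus 3 SD, set per screening campaign, cut at about 24% in these data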;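 also: plate controls were DMSO alone for no effect and ferristatin control at 100 nM for full effect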
Fh CTSL1 inh – blocks F. hepatica cathepsin L1 in PFM18AAP counter-screen. inhibition, % at 5.96 µM. 300,000 tested, 0.49% active. recombinant F. hepatica cathepsin L1, Z-Leu-Arg-MCA fluorescence;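 active = inhibition above the mean of all tested compounds plus 3 SD, set per screening campaign, cut at about 17% in these data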;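 also: 0% = plate median of test compound wells and 100% = 1 µM Z-Phe-Ala-diazomethylketone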
HCV core dimer – HCV core protein dimerization inhibition; TR-FRET GST/Flag-core106 dimerization, 1536-well; inhibition, % at 5 µM; 300,000 tested, 0.33% active;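 active = inhibition above the mean of all tested compounds plus 3 SD, set per screening campaign, cut at about 45% in these data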
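System: GST/Flag-tagged HCV core106 proteins. Incubation: compound-protein-antibody incubation 4 h at 22.5 °C. Technique: HTRF with 340 nm excitation, 617/671 nm emission. Medium: KF-containing HEPES buffer, pH 7.45, DTT, CHAPS, BSA. Read-out: inhibition (%) from 671 over 617 nm ratio. Also added: Eu(K)-anti-GST 90 ng/mL plus XL665-anti-Flag 1 µg/mL.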
AHR act – activates the human aryl hydrocarbon receptor; 320,000 tested, 2.5% active; AHR-responsive luciferase reporter cells, luminescence; P35869; AID 2796; activation, % at 5 µM; in the data active = activation above about 47%;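 also: 0% = vehicle wells and 100% = reference agonist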
Target sequence (P35869 whole entry, looked up): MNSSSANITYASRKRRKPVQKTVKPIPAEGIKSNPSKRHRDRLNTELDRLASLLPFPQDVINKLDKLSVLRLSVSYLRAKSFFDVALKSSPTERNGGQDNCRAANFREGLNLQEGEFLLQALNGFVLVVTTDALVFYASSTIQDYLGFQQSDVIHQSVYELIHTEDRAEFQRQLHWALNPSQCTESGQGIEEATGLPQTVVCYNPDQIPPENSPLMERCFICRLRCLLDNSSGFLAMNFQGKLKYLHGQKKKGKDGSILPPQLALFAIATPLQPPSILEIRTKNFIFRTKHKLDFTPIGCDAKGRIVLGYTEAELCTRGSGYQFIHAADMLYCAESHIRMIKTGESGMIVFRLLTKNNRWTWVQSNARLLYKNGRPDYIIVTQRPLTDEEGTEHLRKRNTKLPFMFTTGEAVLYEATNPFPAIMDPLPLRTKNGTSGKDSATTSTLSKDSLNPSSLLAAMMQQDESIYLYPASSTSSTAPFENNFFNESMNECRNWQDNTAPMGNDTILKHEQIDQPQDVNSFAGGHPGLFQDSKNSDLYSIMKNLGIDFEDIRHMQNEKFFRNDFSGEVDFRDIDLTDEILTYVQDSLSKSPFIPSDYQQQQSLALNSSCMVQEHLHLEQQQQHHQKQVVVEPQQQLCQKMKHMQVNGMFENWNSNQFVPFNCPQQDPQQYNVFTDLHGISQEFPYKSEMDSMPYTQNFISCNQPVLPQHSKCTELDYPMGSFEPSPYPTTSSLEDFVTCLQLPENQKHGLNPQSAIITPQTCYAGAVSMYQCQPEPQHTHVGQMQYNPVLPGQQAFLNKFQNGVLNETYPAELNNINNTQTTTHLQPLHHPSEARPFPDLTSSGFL
procasp3 activ – activators of human procaspase-3. activation, % at 8.5 µM. AID 463141. recombinant procaspase-3 D3A, Ac-DEVD-pNA absorbance 405 nm. 330,000 tested, 0.11% active;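 active = activation above the mean of all tested compounds plus 3 SD, cut at about 21% in these data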;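 also: 0% = DMSO alone and 100% = DMSO wells spiked with extra 5 µM PC-3 D3A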
Target sequence (P42574 whole entry D9A/D28A/D175A): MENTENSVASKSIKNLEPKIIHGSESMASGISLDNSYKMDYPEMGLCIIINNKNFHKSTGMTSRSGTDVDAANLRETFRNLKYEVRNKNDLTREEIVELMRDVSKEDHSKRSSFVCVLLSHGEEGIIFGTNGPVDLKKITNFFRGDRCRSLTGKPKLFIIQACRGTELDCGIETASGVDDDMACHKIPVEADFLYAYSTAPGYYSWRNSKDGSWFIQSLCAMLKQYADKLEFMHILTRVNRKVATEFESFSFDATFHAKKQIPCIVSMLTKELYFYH
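assay system = Procaspase-3 D3A mutant | signal = absorbance at 405 nm, 0 and 120 min | times = 1 h preincubation plus 2 h reaction at 25 °C | repeats = single replicate | read-out = % activation between DMSO and enzyme-spiked controls | medium = Zinc-free HEPES saline buffer with Triton X-100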
PP5 primary – PP5 (human) phosphatase inhibition. P53041. purified PP5c, OMFP substrate fluorescence. inhibition, % at 6.7 µM. 320,000 tested, 0.18% active. AID 1987;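 active = inhibition above the campaign's mean inhibition across all tested compounds plus 3 SD, cut at about 9.5% in these data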;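 also: 0% = DMSO only and 100% = 100 µM cantharidin control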
PP1 counter – blocks human PP1-alpha phosphatase, a PP5 counter-screen; AID 2235; P62136; 320,000 tested, 0.9% active; purified PP1alpha, OMFP fluorescence; inhibition, % at 6.7 µM;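 active = inhibition above the mean inhibition of all tested compounds plus 3 SD, computed separately for each screening campaign, cut at about 15% in these data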
proCasp7 act – counter-screen for procaspase-3 activators: activators of human procaspase-7; recombinant procaspase-7, Ac-DEVD-pNA absorbance 405 nm; D23A/D198A/D206A triple mutant, cannot self-cleave; scale: DMSO 0, 5 µM enzyme 100; activation, % at 8.5 µM; 330,000 tested, 0.093% active;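 active = percent activation above the screen-wide mean plus 3 SD, cut at about 25% in these data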
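System: Uncleavable procaspase-7 mutant enzyme; Amount: 2 µM procaspase-7 mutant as dispensed; Schedule: 1 h compound preincubation, 2 h substrate cleavage, 25 °C; Measured by: 405 nm absorbance of p-nitroaniline; Evaluation: percent activation from buffer-corrected 0–120 min absorbance change; Control set: low DMSO alone, high DMSO plus 5 µM PC-7.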
Starred values were filed as active, the others as inactive; / = not tested or not shown.

Order of results: PAFAH2 FP inh	TPT1 inhibitor	Fh CTSL1 inh	HCV core dimer	AHR act	procasp3 activ	PP5 primary	PP1 counter	proCasp7 act
Cc1ccc(C(=O)N(CC(=O)NC2CCCCC2)c2ccccc2F)s1
  2.6	-0.2	-0.5	-1.2	7.0	3.4	3.8	-4.2	-3.5
Cc1cc(N2C(=O)C(=O)/C(=C(/O)c3ccc(Cl)cc3)C2c2cccc(Br)c2)no1 (stereo not drawn)
  13.9	-3.6	-0.6	23.0	3.5	-4.3	1.6	12.6	0.3
CCCn1c(O)c(N=NC(=O)CNC(=O)Cc2ccc(OC)cc2)c2ccccc21
  -3.4	-0.9	-6.5	7.9	8.0	-0.4	0.2	-5.5	3.3
COc1ccc(C2C(C#N)=C(N)OC(C(C)(C)C)=C2C#N)cc1OC (stereo not drawn)
  4.7	-3.2	0.8	0.4	-5.7	7.2	1.7	0.8	9.7
COc1ccccc1NC(=O)C(C)OC(=O)CCCOc1ccccc1 (stereo not drawn)
  -2.6	-0.8	-35.5	1.6	4.3	11.1	1.4	-2.4	3.7
O=C(O)Cn1nc(-c2ccccc2)oc1=O
  7.7	-2.2	-4.0	-2.8	-0.6	-11.7	-0.4	-1.0	10.8
CC(C)(C)Nc1nc(Cl)nc(N(C#N)CN2C(=O)c3ccccc3S2(=O)=O)n1
  3.8	2.2	-0.3	-0.6	2.0	-3.2	0.7	-2.0	4.3
COCCN(C(=O)COC(=O)c1ccc2c(c1)OCCO2)c1c(N)n(Cc2ccccc2)c(=O)[nH]c1=O
  1.1	0.1	-0.9	5.0	0.1	3.5	-0.1	-5.1	7.1
CCCCCC(=O)N1CCN(S(=O)(=O)c2ccc3c(c2)OCCCO3)CC1
  6.6	2.7	6.7	-1.0	1.7	6.2	-3.8	-6.9	0.3
CSCC[C@H](NC(=O)[C@H](Cc1ccccc1)n1c(=O)[nH]c2ccccc2c1=O)C(=O)N1CCC(C(=O)O)CC1
  -1.6	-1.4	5.6	2.7	0.9	-2.8	1.1	3.7	-6.6
Cc1ccccc1C(=O)NC1CC(C)(C)NC(C)(C)C1
  -0.3	-5.5	-1.9	1.2	1.2	0.0	-0.1	-2.2	10.9
O=C1OCCC1Sc1nnc(-c2ccccc2Br)n1Cc1ccccc1 (stereo not drawn)
  5.8	-3.0	-1.3	4.4	1.2	3.3	-0.1	0.3	-6.5
N#CC1(P(=O)(c2ccccc2)c2ccccc2)CCCC1
  1.9	-0.6	0.7	-5.4	-1.1	-0.9	3.4	1.0	2.5
Cc1ccc(C(=O)COC(=O)CCc2ccc(S(=O)(=O)N3CCCCC3)cc2)cc1
  -0.1	-1.8	-3.2	2.0	2.6	2.8	3.5	-0.9	12.1
CCOC(=O)NC(=O)/C(C#N)=C/c1ccc(N(C)C)cc1
  /	99.2*	7.5	-3.4	5.2	-8.7	-0.9	-0.9	-11.1
C=CCn1c(SCC(=O)C(C)(C)C)nnc1-c1ccccn1
  1.1	-2.1	-0.8	-3.6	11.4	4.4	0.1	-1.6	4.8
O=C(NCC1CCCO1)/C(=C\c1ccco1)NC(=O)c1ccccc1 (stereo not drawn)
  0.7	-8.8	8.7	3.7	-2.5	0.5	3.1	-6.3	-3.4
CCNC(=S)N/N=C/c1cc(Br)cc(Br)c1OC
  -7.4	-3.1	3.7	4.7	62.9*	6.6	5.1	0.3	-4.7
O=C(Nc1cccnc1Cl)C1c2ccccc2Oc2ccccc21
  1.5	-0.7	3.5	2.0	0.8	4.4	0.3	0.8	7.1
C#CC[N+](C)(C)CCCCCCCCCCCC
  2.8	3.4	-1.7	-10.5	0.1	3.8	4.9	2.0	-0.8

Order of results: PAFAH2 FP inh	TPT1 inhibitor	Fh CTSL1 inh	HCV core dimer	AHR act	procasp3 activ	PP5 primary	PP1 counter	proCasp7 act
CC(=O)N1CCOc2ccc(S(=O)(=O)NCCc3ccc(C)cc3)cc21
  -1.9	6.4	-5.8	-0.1	0.7	-2.3	3.6	-1.3	-2.7
CC1=CC(=C(C#N)c2nc3ccccc3s2)C=C(C)N1CC1CCCO1 (stereo not drawn)
  15.3	6.9	4.5	1.1	24.6	-22.4	4.9	4.1	-24.0
CCC(=O)N1CCN(c2ccc(NC(=O)COc3ccccc3[N+](=O)[O-])cc2)CC1
  5.5	2.0	1.1	-1.7	-4.4	-0.6	0.9	-1.7	3.8
Cc1ccc(OCc2nc(-c3ccccn3)no2)cc1
  -8.1	4.1	4.3	-4.1	2.2	-2.4	0.4	-1.9	0.7
CCOC(=O)C1(Cc2ccccc2)CCN(Cc2cnn(-c3ccccc3)c2)CC1
  -2.8	-4.1	7.3	-7.4	-0.3	6.0	-6.2	1.1	2.2
COc1ccc(C(C(=O)NC2CCCCC2)N(C(=O)c2ccccn2)c2cccnc2)cc1 (stereo not drawn)
  0.4	-1.2	-2.3	-1.0	-1.3	3.3	2.7	-1.2	1.2
CC(=O)Nc1ccc(S(=O)(=O)NC(CC(=O)N(C)Cc2ccccc2)C(C)C)cc1 (stereo not drawn)
  1.3	-1.2	1.0	-3.8	-1.9	-6.8	0.7	0.9	6.4
O=C(Cc1cccc2ccccc12)NNC(=O)Nc1cccc(Cl)c1
  -4.0	1.0	2.3	1.3	6.6	-2.9	0.5	0.8	6.2
O=C(COc1cccnc1[N+](=O)[O-])Nc1ccc2c(c1)OC(F)(F)O2
  0.9	3.6	1.3	5.4	-7.3	-1.0	0.1	0.5	1.4
CC(NC(=O)c1cn(C)c2ccc(S(=O)(=O)N3CCCC3)cc2c1=O)c1ccc2c(c1)OCCO2 (stereo not drawn)
  7.1	-8.6	2.7	11.5	-1.3	2.9	-1.7	-4.1	5.2
Cc1cccc(-n2nnnc2SCn2nnc3ccccc3c2=O)c1
  2.9	0.7	-2.1	-7.1	3.6	-6.7	3.6	-1.9	3.8
C/C(=N/NC(=O)c1ccoc1C)c1ccc(NC(=O)c2ccncc2)cc1
  8.3	-1.3	-1.0	6.8	5.4	-0.2	-3.0	-3.1	-6.8
N#C/C(=C/c1ccc(N2CCOCC2)o1)C(=O)N1CCOCC1
  -2.9	158.2*	5.2	-20.9	17.2	-6.4	5.1	10.2	-8.7
O=C(c1ccco1)N1CCN(C/C=C/c2ccccc2)CC1
  -2.2	0.3	-1.0	0.7	2.4	9.3	-0.4	-2.0	4.3
Cc1cccc(C)c1NC(=O)Cn1cnc2c(=O)n(C)c(=O)n(C)c21
  0.2	-2.4	3.6	-2.7	1.8	-2.0	2.6	-1.5	-8.5
CCCCN1C=C(C(=O)OC)C(c2ccccc2Cl)C(C(=O)OC)=C1
  -4.0	1.2	2.3	4.2	1.2	12.7	1.8	2.0	7.3
COc1ccc(NC(=O)COc2ccccc2C#N)c(S(=O)(=O)N2CCCCC2)c1
  2.6	1.9	-5.0	0.7	2.3	-2.9	1.0	-0.2	0.8
Cc1ccc(C)c(S(=O)(=O)Nc2ccc3cn[nH]c3c2)c1
  7.6	/	/	/	17.1	-1.1	2.5	-0.7	-11.1
Cc1ccccc1C(=O)NC1CCN(CC(=O)Nc2ccccc2)CC1
  2.6	-0.9	0.9	4.8	0.3	-9.1	1.2	-2.3	11.8
COc1ccc(-n2c(C)cc(C(=O)CN3C(=O)C(=O)N(Cc4ccccc4)C3=O)c2C)cc1
  6.9	-3.4	1.0	3.5	6.2	5.0	1.7	4.9	4.3

Order of results: PAFAH2 FP inh	TPT1 inhibitor	Fh CTSL1 inh	HCV core dimer	AHR act	procasp3 activ	PP5 primary	PP1 counter	proCasp7 act
O=C(CN1C(=O)NC2(CCCCC2)C1=O)NCCC1=CCCCC1
  10.6	0.6	-2.0	0.0	0.0	7.8	1.9	0.2	5.5
CN(C)C(=O)N1CCC(C(=O)NCc2ccc(F)cc2Cl)CC1
  5.8	-0.2	1.2	-13.9	-4.2	1.8	2.6	-0.7	-8.4
Cc1nn(-c2ccccc2)c2[nH]c(=O)c(CNCC3CCCO3)cc12 (stereo not drawn)
  -1.7	2.0	-2.5	6.7	-1.4	-4.5	1.2	3.4	0.9
Cc1cccc(Nc2nnc(SC3CCOC3=O)s2)c1C (stereo not drawn)
  1.8	3.4	0.9	1.8	-1.1	2.7	-2.1	-2.0	-2.9
Cn1c(CCc2ccc(N)cc2)nc2ccccc21
  2.6	0.0	-1.0	-0.2	17.6	2.9	0.0	-1.6	3.6
CCN1CCN(Cc2cccc(Oc3ccc(Cl)cc3)c2)CC1
  -2.4	4.2	1.4	-7.2	-0.5	0.0	2.5	-1.2	6.1
O=C(C=C1CCN(c2ncc(C(F)(F)F)cc2Cl)CC1)NNC(=O)Nc1ccccc1
  -0.1	-0.6	-1.5	-2.3	-0.9	9.4	-1.4	-1.1	-4.9
CCn1c(=O)c(C(=O)NCc2ccc(F)cc2)c(O)c2ccccc21
  5.3	0.0	-1.6	8.4	16.7	-2.9	2.8	-0.5	5.6
Cc1cc(C)cc(OCCNC(=O)C(C)N2C(=O)c3ccccc3C2=O)c1 (stereo not drawn)
  3.7	-3.3	0.5	3.5	7.9	-0.5	1.8	-3.8	3.5
CSCCC(=O)N1CCC(CCC(=O)NC2CC2)CC1
  -0.2	-1.6	1.6	-1.5	-1.5	10.4	1.0	-4.5	-0.5
CC(C)c1ccc(NC2CCCN(C(=O)CSc3nncn3C)C2)cc1 (stereo not drawn)
  -4.5	-1.0	5.9	9.3	4.1	-1.0	-1.5	-1.4	-0.2
COc1cc(C(=O)NC(C)CCn2cccn2)ccc1OC1CCN(C(C)=O)CC1 (stereo not drawn)
  0.1	-2.0	-1.6	-1.9	-1.3	5.2	-0.3	-3.8	5.1
CCOc1ccc(C(CCc2ccccc2)NC(=O)c2ccc(OC)c(OC)c2)cc1OCC (stereo not drawn)
  -0.7	2.8	-0.1	7.2	-0.9	1.5	1.9	0.2	1.0
O=C(Cc1ccccc1)NCCc1cccc(Cl)c1
  2.7	1.2	0.8	-2.1	1.4	-15.6	2.6	1.7	-1.8
CC(C)c1nc(SCC(=O)Nc2ccc3c(c2)OCO3)n[nH]1
  2.9	0.1	-3.1	-0.2	2.1	-4.6	-1.2	-6.0	-0.3
CCc1ccc2c(COC(=O)CNS(=O)(=O)c3ccc(NC(C)=O)cc3)cc(=O)oc2c1
  -11.1	0.5	-11.2	-8.7	5.4	-3.2	-0.9	-1.1	-2.6
Nc1cc(=O)[nH]c(SCC(=O)Nc2ccccc2Sc2ccccc2)n1
  -2.7	-5.3	0.0	2.0	1.5	-3.4	4.6	-3.2	-0.8

2 records drawn at random from the list so far, as already listed:
Order of results: PAFAH2 FP inh	TPT1 inhibitor	Fh CTSL1 inh	HCV core dimer	AHR act	procasp3 activ	PP5 primary	PP1 counter	proCasp7 act
CC(C)c1nc(SCC(=O)Nc2ccc3c(c2)OCO3)n[nH]1
  2.9	0.1	-3.1	-0.2	2.1	-4.6	-1.2	-6.0	-0.3
Cc1cc(C)cc(OCCNC(=O)C(C)N2C(=O)c3ccccc3C2=O)c1 (stereo not drawn)
  3.7	-3.3	0.5	3.5	7.9	-0.5	1.8	-3.8	3.5
